HT1080 IDH1KD tx: qHTS for induction of synthetic lethality in tumor cells producing 2HG: qHTS for the HT-1080-IDH1KD cell line | HT-1080 IDH1 knockdown viability, ATP luminescence, 48 h | Potency, µM (top dose mostly 46.1 µM), without a hit: at the highest dose activity, negative = toxicity, usual class: cytotoxic | hit rate 2% among 360,000 | AID 686971, 2013;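 also: potency is read from the fitted curve at half-maximal effect; 0% = DMSO wells and -100% = cell-free medium wells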
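Assay cells: HT-1080 with IDH1 knockdown, 750 per well, RPMI/5% FBS. Exposure: 48 h at 37 °C following 2 h pre-incubation. Read: CellTiter-Glo luminescence; fitted concentration-response, curve class assigned.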
KB-3-1 tox: qHTS assay for MDR1-selective chemotherapeutics: Primary screen using the parental adenocarcinoma cell KB-3-1; KB-3-1 viability, CellTiter-Glo ATP luminescence, 72 h; Potency, µM (series often up to 46.1 µM), inactives show at the highest dose activity change, negative = cytotoxic, hits mostly cytotoxic; hit rate 1.4% among 400,000; AID 1347075, 2019; also: potency is read from the fitted curve at half-maximal effect; % is scaled to controls: 0 for no effect and ±100 for the full control effect; nearly all actives have a fitted effect of over 60% in size
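72 h, 37 °C compound treatment of KB-3-1 parental cells; CellTiter-Glo added, 10 min, luminescence read. Data corrected against DMSO-only plates and normalized before curve fitting.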
SW480 rereplic: A quantitative high throughput screen for small molecules that induce DNA re-replication in SW480 colon adenocarcinoma cells. SW480 DNA re-replication, Hoechst DNA content imaging, 48 h. Potency, µM (doses to about 46.1 µM), inactives show top-dose re-replication activation, most hits filed as activators. hit rate 1.8% among 340,000; also: potency is read from the fitted curve at half-maximal effect; % of control where 0% means no effect; nearly all actives have a fitted effect of over 55% in size
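Per well, 250 cells were exposed to pinned compound for 48 hr. Nuclear DNA was visualised with Hoechst (40 min, 37 C) and total object intensity recorded by fluorescence scanning.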
IL1B secr inh: qHTS for Inhibitors of Inflammasome Signaling: IL-1-beta AlphaLISA Primary Screen. THP-1 LPS/ATP IL-1B secretion, AlphaLISA, 16 h; stronger effect = lower value. activity change, % at 57.5 µM. hit rate 4.7% among 360,000. AID 743279, 2014; in the data active = activity change below about -50%; inconclusive = mostly about -30% to -49%; also: % is scaled to controls: 0 for no effect and ±100 for the full control effect
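THP-1 cells pretreated 1 hr with compounds (up to 57.5 uM final), then stimulated with LPS (250 ng/mL final) plus ATP (1.25 mM final); secreted IL-1B measured by AlphaLISA after 16 hr, decreased signal indicating inhibition.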
D3 antag: qHTS of D3 Dopamine Receptor Antagonist: qHTS. D(3) dopamine receptor (Homo sapiens), P35462. max response, negative = inhibition, %. D3R cells, DiscoveRx beta-arrestin luminescence, antagonist mode; stronger effect = lower value. hit rate 2.5% among 360,000. AID 652054, 2013; in the data active = max response below about -50%; inconclusive = no clear call, values can overlap the other calls; also: % is scaled to controls: 0 for no effect and ±100 for the full control effect; mostly tested at two doses, the higher about 12 µM
Target sequence (P35462 whole entry, looked up): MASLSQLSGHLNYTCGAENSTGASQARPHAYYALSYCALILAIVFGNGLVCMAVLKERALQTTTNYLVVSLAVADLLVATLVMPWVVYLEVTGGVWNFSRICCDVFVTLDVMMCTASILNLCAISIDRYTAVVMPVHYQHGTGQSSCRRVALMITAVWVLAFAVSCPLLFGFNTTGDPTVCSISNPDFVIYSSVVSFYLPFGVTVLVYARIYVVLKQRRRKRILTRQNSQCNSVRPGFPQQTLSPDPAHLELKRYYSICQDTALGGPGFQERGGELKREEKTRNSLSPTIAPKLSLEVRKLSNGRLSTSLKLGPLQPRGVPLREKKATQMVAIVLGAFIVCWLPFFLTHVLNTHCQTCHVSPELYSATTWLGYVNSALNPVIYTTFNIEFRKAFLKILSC
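Cells expressing the human receptor were seeded at 1500 cells/well, incubated overnight at 37 degrees C in 5% CO2, then exposed to library compounds with dopamine controls for 90 minutes at 37 degrees C before luminescent detection.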
GLP-1R agonist: qHTS of GLP-1 Receptor Agonists. hit rate 0.007% among 380,000. AID 624172, 2012. Potency, µM (doses to about 45.6 µM), for inactives: at the top dose activation, most hits filed as activators. Glucagon-like peptide 1 receptor (Homo sapiens), P43220. HEK293 GLP-1R CRE-luciferase, luminescence, 4-6 h; cells express a hypersensitive GLP-1R form; also: potency is read from the fitted curve at half-maximal effect; % of control where 0% means no effect
Target sequence (P43220 whole entry, looked up): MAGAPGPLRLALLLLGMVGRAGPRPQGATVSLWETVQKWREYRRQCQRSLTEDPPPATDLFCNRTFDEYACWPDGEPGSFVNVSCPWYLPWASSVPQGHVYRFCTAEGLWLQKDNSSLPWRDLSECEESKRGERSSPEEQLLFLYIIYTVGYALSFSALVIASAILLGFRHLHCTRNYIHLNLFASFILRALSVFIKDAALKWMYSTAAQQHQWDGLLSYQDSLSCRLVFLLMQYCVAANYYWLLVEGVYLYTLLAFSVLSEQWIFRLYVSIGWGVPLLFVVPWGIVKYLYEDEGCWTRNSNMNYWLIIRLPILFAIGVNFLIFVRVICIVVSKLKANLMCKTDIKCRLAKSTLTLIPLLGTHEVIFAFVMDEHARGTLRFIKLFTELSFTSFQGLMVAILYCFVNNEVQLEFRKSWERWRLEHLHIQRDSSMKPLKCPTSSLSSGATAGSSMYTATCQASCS
HT1080-NT tox: qHTS for induction of synthetic lethality in tumor cells producing 2HG: qHTS for the HT-1080-NT fibrosarcoma cell line | HT-1080-NT fibrosarcoma viability, CellTiter-Glo ATP luminescence, 48 h | Potency, µM (highest dose often 46.1 µM), inactives show top-dose activity, negative = less viability, hits mostly cytotoxic | hit rate 1.6% among 360,000;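 also: NT is the 2HG producing partner of a matched IDH1 knockdown line; potency is read from the fitted curve at half-maximal effect; 0% = DMSO-treated cells and -100% = media-only wells without cells; nearly all actives have a fitted effect of over 55% in size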
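Toxicity toward the 2HG-producing NT line was scored as %Activity, normalised to DMSO and no-cell wells, from CellTiter-Glo luminescence after 48 hours' treatment.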
KB-V1 MDR tox: qHTS assay for MDR1-selective chemotherapeutics: Primary screen using the drug-selected MDR subline cells KB-V1 | KB-V1 MDR cells viability, CellTiter-Glo, 72 h | Potency, µM (titrated, usually from 46.1 µM), inactives show top-dose activity change, negative = cytotoxicity, usual class: cytotoxic | hit rate 3.4% among 400,000 | AID 1347076, 2019; also: potency is read from the fitted curve at half-maximal effect; % is scaled to controls: 0 for no effect and ±100 for the full control effect; nearly all actives have a fitted effect of over 60% in size
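KB-V1, DMEM (no phenol red) + 10% FBS; cpd pin-transferred, titration series; 72 h, 37 degrees C; CellTiter-Glo, luminescence. Data normalized, curve-fit.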
DRD3 agonist: qHTS of D3 Dopamine Receptor Agonist: qHTS; hit rate 0.58% among 410,000; max activation, %; AID 652048, 2013; D3R DiscoveRx beta-arrestin cells, luminescence, 90 min; D(3) dopamine receptor (Homo sapiens), P35462; in the data active = max activation above about 30%; also: 0% is about no effect; mostly tested at two doses, the higher about 12 µM
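Agonist mode: compounds and dopamine controls were applied to plated cells for 90 min at 37 degrees C after an overnight attachment at 1500 cells/well. Luminescent read-out followed 30 - 60 minutes at room temperature with DiscoveRx detection reagent.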
Numbers without * were called inactive; ? = inconclusive; . = not tested or not shown; & = joins results of further samples; [ ] = remark or other dose. Unless noted, calls follow the shape of the dose curve; as a rule, active = well fitted curve in the direction sought with a large enough effect; inconclusive = small, poorly fitted or top-dose-only effect, or another doubt; inactive = no such curve, though single readings can be large; an effect the other way counts as inactive or inconclusive.

nr	SMILES	HT1080 IDH1KD tx	KB-3-1 tox	SW480 rereplic	IL1B secr inh	D3 antag	GLP-1R agonist	HT1080-NT tox	KB-V1 MDR tox	DRD3 agonist
1	COc1ccc(-c2cnc3c(c2)C(=O)N([C@H](C)CO)C[C@@H](C)[C@@H](CN(C)C(=O)NC2CCCC2)O3)cc1	8.9%	24.4%	.	-3.2	?	0.9%	5.8%	-2.9%	-6.4
2	O=C(NCCNC(=O)c1ccco1)c1ccco1	10.5%	1.3%	?	13.4	9.7	10.6%	17.1%	8.9%	-8.2
3	O=C(CCCNC(=O)c1ccc(Cl)cc1)Nc1nccs1	5.1%	-3.9%	-2.1%	71.7	-0.2	9.0%	13.2%	-3.3%	-5.0
4	CCOc1cc(/C=N/Nc2ccc(S(=O)(=O)Nc3ccccc3C(=O)O)cc2[N+](=O)[O-])cc(Cl)c1O	-2.5%	8.1%	.	-2.9	-12.0	-4.2%	0.6%	19.5%	-5.9
5	CCOc1ccc(NC(=O)NN2C(C)CCCC2C)cc1 (stereo not given)	-7.9%	?	3.1%	7.8	2.0	-0.8%	-12.7%	-9.3%	-2.0
6	CCN(CC)c1ccc(NC(=O)c2cccc(C)c2)cc1S(=O)(=O)Nc1ccccc1OC	0.0%	-0.1%	.	-29.5	-20.5	0.4%	5.0%	?	3.7
7	CC1CN(C(=O)c2cc3c(=O)n4ccccc4nc3n2C)CC(C)O1 (stereo not given)	15.5%	6.9%	6.3%	10.1	-0.5	6.7%	-2.8%	-11.5%	5.2
8	C=CCN(C(=O)CSC1=NC(=O)CN1C(C)=O)c1nc(C)c(-c2ccccc2)s1	?	-7.6%	-109.5%[inhibitor]	-88.9*	?	5.6%	?	8.8%	1.6
9	COc1ccc(OC)c(/C=N/NC(=O)c2cc[n+](Cc3ccccc3)cc2)c1	-1.6%	0.5%	2.1%	13.4	13.1	-1.7%	1.0%	-8.1%	7.6
10	O=C(Cn1ccc([N+](=O)[O-])n1)Nc1nccs1	-0.7%	0.3%	0.7%	11.6	-7.8	4.2%	1.3%	0.8%	-6.6
11	O=C(CCS(=O)(=O)c1ccc(F)cc1)Nc1nc(-c2ccncc2)cs1	-0.3%	-0.7%	?	?	34.5	2.2%	-15.9%	-22.9%	0.5
12	Cc1ccc(OCCOc2ccc(Br)cc2/C=N\NC(N)=O)cc1	-20.5%	2.7%	-0.3%	-0.8	15.4	20.3%	-9.8%	2.5%	1.3
13	COc1ccc(CC(=O)Nc2ccc(S(=O)(=O)Nc3nc(C)cc(C)n3)cc2)cc1	5.7%	-0.8%	1.0%	8.9	21.6	4.8%	8.3%	0.0%	19.0
14	O=C(Cn1[nH]c(=O)c2ccccc2c1=O)NCC1COc2ccccc2O1 (stereo not given)	-8.9%	2.0%	-21.4%	7.4	9.3	8.9%	2.8%[9.24 µM]	-22.7%	-6.9
15	Cc1ccc2nc(/C(C#N)=C\c3ccc(N4CCOCC4)o3)[nH]c2c1	-0.1%	22.9%	14.8%	-12.3	0.0	14.3%	-2.0%	?	3.3
16	Cc1cccc(Sc2ccc([N+](=O)[O-])cc2[N+](=O)[O-])n1	18.4µM*	-20.0%	4.6%	-171.3*	2.1	7.1%	?	0.0%	1.4
17	COc1ccc(CN2CCN(C(=O)CCC(=O)Nc3nnc(C4CCCCC4)s3)CC2)cc1F	-11.6%	0.0%	-5.9%	-21.8	1.7	7.0%	-17.4%	-26.7%	7.4
18	CCOC(=O)/C(=C/C=C1\Sc2ccccc2N1CC)C(C)=O	-4.4%	8.6%	10.7%	-69.3*	1.5	?	0.4%	-28.4%	-6.7
19	C=CCCN(C(C(=O)OC)C(C)C)S(=O)(=O)c1ccccc1Br (stereo not given)	7.5%	-6.5%	-58.4%[9.22 µM]	17.1	28.1	-1.5%	7.8%	-23.5%	6.6
20	C=CCn1c(=NC(=O)c2ccc(S(=O)(=O)N3CCc4ccccc4C3)cc2)sc2cc(S(N)(=O)=O)ccc21	20.6µM*	-2.8%	?	105.0	-1.2	0.7%	13µM*	?	5.6
21	CCc1ccccc1NC(=O)CN(C)C(=O)c1cc(C2CC2)nc2c1cnn2C(C)C	-0.1%	-13.8%	8.0%	-4.7	4.4	-1.4%	4.7%	?	-1.9
22	Cc1ccc(SCCNC(=O)c2ccccc2)cc1	5.5%	19.0%	-2.5%	5.7	-15.6	0.6%	9.4%	-0.3%	-2.8
23	CCOC(=O)CC(=O)CSc1nc(N)c(C#N)c(-c2ccc(Cl)cc2)c1C#N	?	-13.1%	-2.4%	18.9	-18.5	-11.2%	?	?	-5.8
24	O=C(C(=O)N1CCN(c2ccccc2)CC1)c1cn(CC(=O)N2CCCCCC2)c2ccccc12	-20.5%	-7.6%	-1.9%	-3.4	7.6	3.5%	-1.4%	?	2.0
25	COc1ccc(CN(C)CC(=O)Nc2cc(OC)c([N+](=O)[O-])cc2C)c(OC)c1	-20.4%	7.9%	1.0%	?	8.0	28.8%	-18.1%	?	-4.0
26	CC(C)CNC(=O)c1noc2c1CCCC2	10.8%	17.6%	-8.7%	6.4	7.7	-1.5%	12.0%	19.2%	6.3
27	CCCCNC(=O)CCn1c(=O)c2cccn2c2ccc(F)cc21	14.1%	-11.2%	-0.8%	-3.5	-20.3	5.3%	17.4%	-23.5%	-18.7&-25.5
28	CN(CCc1ccccn1)Cc1ccc(Cl)c(Cl)c1	1.5%	10.3%	-2.9%	12.9	-51.3*	-4.2%	7.2%	-0.6%	-20.9
29	c1ccc(-c2cc3c(ccc4nonc43)nn2)cc1	8.6%	5.7%	13.8%	2.2	-17.6	1.0%	6.5%	23.0%	1.7
30	CC(=O)c1ccc(NC(=O)[C@@H]2CCCN2C(=O)OC(C)(C)C)cc1	0.8%	0.4%	26.1%	27.8	44.5	8.0%	24.1%	-11.5%	5.2
31	COc1ccc2oc(=O)c(C(=O)NC3CCCCCC3)cc2c1	18.4%	-5.0%	1.2%	-14.5	-1.5	0.9%	12.0%	?	-1.9
32	O=C(CN1CCCC1)NC(c1ccccc1)c1ccccc1	?	7.5%	-16.2%	-1.2	-7.8	3.6%	?	-12.9%	-4.6
33	CCn1c(CCC(=O)Nc2nc3c(s2)CCCC3)nc2cc(S(=O)(=O)N(C)C)ccc21	-2.5%	27.0%	-3.5%	8.9	11.1	8.3%	-6.9%	23.1µM*	2.3
34	COc1ccc(C2=NS(=O)(=O)N(C)C(C(=O)NCc3ccccc3)=C2)cc1OC	13.5%	3.6%&-0.2%	-0.2%	-11.5	?	2.8%	0.6%	-10.7%&-6.4%	0.6&7.0
35	C/C(=N\Nc1ccccc1)c1cccs1	1.5%	14.8%	-9.0%	40.5	14.8	13.3%	-10.2%	?	2.0
36	O=C(CSc1ccc2nc(-c3ccccc3)cn2n1)Nc1ccccc1	.	1.4%	.	.	.	0.8%	.	-12.5%	-8.3
37	Cc1ccc(NC(=S)Nc2ncccc2C)c(C)c1	?	-6.4%	26.3%	-17.8	-12.6	-4.5%	?	9.1%	0.3
38	CCC1OC(c2ccc([N+](=O)[O-])cc2)=Nc2ccccc21 (stereo not given)	3.7%	2.1%	?	-15.7	3.6	0.4%	9.6%	-1.0%	1.9
39	COc1ccc(-c2cc(C(=O)N3CCCc4ccccc43)no2)cc1	?	-3.2%	-2.7%	0.0	19.6	0.5%	28.3%	14.6µM*	5.2
40	COC(=O)c1cccc(C(=O)N2CCCC(C(=O)c3cccc(OC(C)C)c3)C2)c1 (stereo not given)	0.1%	11.7%	?	25.8	0.6	-4.5%	-1.2%	-14.5%	5.6
41	NS(=O)(=O)c1ccc(N=C2C(=O)Nc3ccccc32)cc1	1.7%	9.5%	2.1%	0.6	0.0	-2.5%	-0.2%	6.2%	-4.3
42	COc1cc2c(cc1OC)/C(=C/c1ccc(Br)cc1)C(=O)OC2	?	20.6µM*	?	0.0	-7.8	10.7%	?	?	-1.5
43	O=C(NCCCN1CCCC1=O)c1cc(S(=O)(=O)N2CCOCC2)c(Cl)cc1Cl	6.3%	12.2%	4.61µM*	4.7	-16.3	4.4%	18.8%	22.3%	-1.8
44	CC1=C(C(=O)Nc2ccccn2)C(c2cccnc2)n2nnnc2N1 (stereo not given)	14.4%	8.2%	?	3.8	21.4	-4.8%	8.8%	4.9%	9.4
45	COc1cc2nc(C)sc2cc1SC	7.6%	9.8%	-3.7%	4.2	21.5	11.3%	4.1%	1.9%	2.0
46	CCNC(=O)COc1cc(C)c(Br)c(C)c1	-4.1%	-12.9%	-10.1%	-15.2	-19.7	-2.6%	3.6%	2.1%	0.5
47	Cc1nnc(NC(=O)CSc2nnc(CC(=O)Nc3ccccc3Cl)n2C)s1	5.9%	-0.1%	0.8%	17.2	2.2	7.5%	5.4%	1.3%	-0.7

Two entries drawn at random from those above:
nr	SMILES	HT1080 IDH1KD tx	KB-3-1 tox	SW480 rereplic	IL1B secr inh	D3 antag	GLP-1R agonist	HT1080-NT tox	KB-V1 MDR tox	DRD3 agonist
46	CCNC(=O)COc1cc(C)c(Br)c(C)c1	-4.1%	-12.9%	-10.1%	-15.2	-19.7	-2.6%	3.6%	2.1%	0.5
41	NS(=O)(=O)c1ccc(N=C2C(=O)Nc3ccccc32)cc1	1.7%	9.5%	2.1%	0.6	0.0	-2.5%	-0.2%	6.2%	-4.3

High-throughput results deposited in PubChem by National Center for Advancing Translational Sciences (NCATS).
